# KDM4E inh: blocks human JMJD2E demethylase activity | B2RXH2 | JMJD2E catalytic domain, FDH-coupled NADH fluorescence (FDH is formaldehyde dehydrogenase) | Potency, µM (top dose mostly 57.1 µM), without a hit: top-dose activity change, negative = inhibition, actives largely listed as inhibitors | 230,000 tested, 1.6% active | AID 2147; active means well fitted inhibition curve with a large enough effect, not every such curve was filed as active; inconclusive means small, poorly fitted or top-dose-only effect, or another doubt; inactive means no such curve, though single readings can be large or run the other way;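 further: 0% = wells with enzyme and -100% = buffer wells without enzyme; nearly all actives have a fitted effect of over 50% in size; many of its hits are not listed in these tables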
# RGS12 GoLoco inh: RGS12 GoLoco-Gai1 interaction inhibition; Gai1:RGS12 GoLoco peptide FP, rhodamine, 10 min; Potency, µM (doses to about 61.6 µM), inactives show top-dose activity, negative = inhibition, most hits filed as inhibitors; 230,000 tested, 0.44% active; active means well fitted inhibition curve with a large enough effect, not every such curve was filed as active; inactive means no such curve, though single readings can be large or run the other way; further: on the % scale 0 is the no-effect control and ±100 the full control effect; nearly all actives have a fitted effect of over 30% in size; many of its hits are not listed in these tables
# Target sequence (P63096 whole entry, looked up): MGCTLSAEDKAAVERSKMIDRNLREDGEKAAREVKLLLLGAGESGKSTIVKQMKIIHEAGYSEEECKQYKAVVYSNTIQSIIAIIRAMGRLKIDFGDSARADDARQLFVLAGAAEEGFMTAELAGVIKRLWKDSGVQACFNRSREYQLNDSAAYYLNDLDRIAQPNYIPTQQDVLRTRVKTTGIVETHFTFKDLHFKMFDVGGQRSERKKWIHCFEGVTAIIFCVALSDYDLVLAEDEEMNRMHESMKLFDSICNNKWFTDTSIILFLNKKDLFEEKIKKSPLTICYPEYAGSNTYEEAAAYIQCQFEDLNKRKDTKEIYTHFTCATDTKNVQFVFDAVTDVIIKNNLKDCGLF
# IMPase Li inh: membrane-permeable IMPase blocker, potentiated with lithium; Potency, µM (doses to about 59.4 µM), without a hit: at the highest dose activity, negative = IMPase inhibition, usual class: inhibitors; CHO-M1 cells, IP1 TR-FRET (IP-One), carbachol + lithium; 210,000 tested, 0.35% active;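 further: IP1 builds up when IMPase is blocked and the TR-FRET signal falls; plate controls were basal vehicle for no effect and high inhibitor control for full effect; nearly all actives have a fitted effect of over 50% in size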
#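 Test compounds were applied to CHO-M1 cells previously cultured for 16–30 h at 2000 per well. A small lithium amount accompanied them; after 30 min at 37C, IP1 was quantified by TR-FRET.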
# SMN2 splice up: increases expression of the SMN2 splice variant; HEK293 SMN2-luciferase splicing reporter, luminescence, 30-36 h; Potency, µM (doses to about 46.1 µM), without a hit: top-dose activity change, positive = activation, hits mostly activators; 210,000 tested, 2.8% active; AID 1458; further: % of control where 0% means no effect; nearly all actives have a fitted effect of over 55% in size
#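 HEK293 cells carry an SMN2 […]–luciferase reporter in which exon 7 inclusion puts luciferase in frame. Cells were plated 10-12 h before compound addition, then incubated 30-36 h at 37C. ONE-Glo luminescence was read; sodium butyrate at 4.5 mM final served as control.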
# NPSR antag: blocks cAMP signaling of the human neuropeptide S receptor. CHO-NPSR cells, cAMP TR-FRET, antagonist mode. AID 1461. Potency, µM (highest dose often 38.3 µM), without a hit: at the top dose activity change, negative = inhibition, actives largely listed as inhibitors. 220,000 tested, 1% active; further: on the % scale 0 is the no-effect control and ±100 the full control effect; nearly all actives have a fitted effect of over 50% in size; many of its hits are not listed in these tables
# RECQ1 helicase: blocks DNA unwinding by human RECQ1; 240,000 tested, 0.54% active; RECQ1 DNA unwinding, red fluorescence kinetic read; AID 2549; Potency, µM (series often up to 57.3 µM), without a hit: at the top dose activity, negative = inhibition, hits mostly inhibitors; P46063;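 further: plate controls were vehicle for no effect and no enzyme for full effect; nearly all actives have a fitted effect of over 30% in size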
# Target sequence (P46063 whole entry, looked up): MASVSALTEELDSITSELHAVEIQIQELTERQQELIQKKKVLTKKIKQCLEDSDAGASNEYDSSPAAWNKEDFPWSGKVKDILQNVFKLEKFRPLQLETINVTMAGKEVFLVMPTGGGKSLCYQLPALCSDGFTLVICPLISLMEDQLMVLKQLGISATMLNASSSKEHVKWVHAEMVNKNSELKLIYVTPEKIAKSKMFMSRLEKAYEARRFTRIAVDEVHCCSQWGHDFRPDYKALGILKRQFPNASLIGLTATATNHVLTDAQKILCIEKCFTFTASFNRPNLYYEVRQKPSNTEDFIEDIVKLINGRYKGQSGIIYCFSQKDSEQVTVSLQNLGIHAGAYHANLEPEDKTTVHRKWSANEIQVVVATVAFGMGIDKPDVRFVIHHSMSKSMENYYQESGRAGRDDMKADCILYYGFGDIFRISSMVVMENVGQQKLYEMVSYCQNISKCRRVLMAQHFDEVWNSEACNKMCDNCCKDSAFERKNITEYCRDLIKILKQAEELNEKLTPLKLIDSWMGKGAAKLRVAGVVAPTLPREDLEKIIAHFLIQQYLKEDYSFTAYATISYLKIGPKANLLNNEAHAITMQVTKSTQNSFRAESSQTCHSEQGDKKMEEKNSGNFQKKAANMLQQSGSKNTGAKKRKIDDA
#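 RECQ1T1 50 nM; forked duplex (20 bp + 30-nt ss tails) 200 nM, ATP 2 mM final; pH 8.0, 2 mM MgCl2, 2.5 ug/ml poly(dI-dC); 15 min compound preincubation; discontinuous kinetic read over 2 h at RT.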
# Epigenetic derep: regulators of epigenetic silencing causing reporter derepression in mouse cells. murine LDR cells, GFP reporter derepression, 30 h. Potency, µM (doses to about 53.9 µM), without a hit: at the highest dose GFP activation, most hits filed as activators. 280,000 tested, 0.2% active. AID 1865; further: % of control where 0% means no effect; nearly all actives have a fitted effect of over 60% in size
#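 GFP-positive cell count by laser-scanning cytometry (objects 20–120 um) after 30 h, 37 C compound exposure of murine LDR cells; reporter is CMV-GFP integrated at a silenced locus, inducible by HDAC or DNMT inhibitors.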
# KinaseGlo FLuc: Kinase-Glo luciferase inhibition (counter-screen) | AID 1379 | Q27757 | 200,000 tested, 0.28% active | Kinase-Glo luciferase, ATP luminescence, 8 min | Potency, µM (highest dose often 38.3 µM), for inactives: at the top dose activity change, negative = inhibition, actives largely listed as inhibitors; further: on the % scale 0 is the no-effect control and ±100 the full control effect; nearly all actives have a fitted effect of over 60% in size
#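 Kinase-Glo luciferase light output from ATP and luciferin was measured with 10 uM ATP, within the enzyme's linear range. Buffer: 50 mM imidazole pH 7.2, 50 mM KCl, 7 mM MgCl2, 0.01% Tween 20, 0.05% BSA; luminescence read after 8 min at ambient temperature.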
# An asterisk follows results filed as active; i = inactive; ? = inconclusive; / = not tested or not shown; [ ] = another dose, or the depositor's remark. Unless noted, the call rests on the fitted dose curve; in most records, active means well fitted curve in the direction sought with a large enough effect; inconclusive means small, poorly fitted or top-dose-only effect, or another doubt; inactive means no such curve, though single readings can be large; an effect the other way counts as inactive or inconclusive. Potency means the concentration at half of the fitted maximal effect. An excerpt; count on the stated rates, not on these rows.
SMILES,KDM4E inh,RGS12 GoLoco inh,IMPase Li inh,SMN2 splice up,NPSR antag,RECQ1 helicase,Epigenetic derep,KinaseGlo FLuc
Cc1nnc(NC(=O)CSc2nnc(Cc3cccn3C)n2-c2ccccc2)s1,-6%,7%,-3%[38.3 µM],-1%,-15%[46.1 µM],1%,1.3%,2%
Cc1ccc(NC(=O)CSc2nnc(-c3ccco3)o2)c(C)c1,5%,-2%,2%,-1%,6%,i,-6.3%,6%
Cc1sc2ncnc(N[C@@H](CCC(=O)O)C(=O)O)c2c1C,3%,-5%,-3%[38.3 µM],2%,11%[46.1 µM],-5%,-5.6%,-4%
COc1ccc(N2CCN(C(=O)Cc3ncc(C(F)(F)F)cc3Cl)CC2)cc1,-4%,-5%,-4%,-24%,?,-13%,-0.9%,5%
Cc1ccc(C(=O)Nc2cccnc2)cc1S(=O)(=O)N1CCOCC1,2%,16%,36%[38.3 µM],-23%,1%[46.1 µM],4%,-0.7%,2%
CCOC(=O)c1c(NC(=O)c2cc(-c3cccc(O)c3)on2)sc(C(C)=O)c1C,5%,4%,-7%,-7%,3%,-1%,6.9%,-2%
COc1ccc(C(=O)COc2ccccc2C#N)cc1,11%,7%,/,/,-7%,-9%,0.1%,/
Cc1cccc(NC(=O)C2CCCN2C(=O)NC2CCCCC2)c1 (stereo not given),6%,0%,-12%,/,-40%,11%,-7.2%,-2%
Cc1ccc(N2CC(C(=O)OCC(=O)C(C)(C)C)CC2=O)cc1 (stereo not given),-1%,-10%,-1%[38.3 µM],-13%,-8%[46.1 µM],i,-4.2%,0%
N=C(N)c1ccc(-c2ccc(-c3ccc(C(=N)N)cc3)o2)cc1,/,7%[14.2 µM],-4%,-2%[9.22 µM],/,/,/,-8%[7.66 µM]
COCCN1C(=S)NC(c2cccc(C(F)(F)F)c2)C(C(=O)N2CCOCC2)=C1C (stereo not given),-2%,17%,-1%,-5%,-2%,i,-1.9%[10.1 µM],3%
CCc1ccccc1NC(=S)/N=C(\N)Nc1nc(C)c2cc(C)ccc2n1,-2%,-3%,10%,-28%,2%,-8%,0.0%,-2%
CCOC(=O)c1c(C)[nH]c(NC(=O)Nc2c(C)n(C)n(-c3ccccc3)c2=O)c1C,?,4%,25%[38.3 µM],-5%,-9%[46.1 µM],0%,-2.0%,3%
CCOC(=O)c1nn(-c2ccccc2F)c2nc(Nc3ccccc3)cc(=O)n12,4%,10%,3%,8%,-7%,2%,?,2%
N#C/C(=C\c1ccncc1)c1nc2ccccc2[nH]1,?,38%[activator],7%,17%,-48%,-1%,0.2%,-8%
CCOc1ccccc1NC(=O)C1CCCN(C(=O)Nc2ccccc2)C1 (stereo not given),-1%,1%,5%,-52%[inhibitor],-9%[46.1 µM],i,1.2%,-2%
CCOc1cccc(-c2nnc3sc(-c4cccs4)nn23)c1,3%,-7%,?,-21%,-26%[46.1 µM],-9%,0.7%,1%
Cc1ccc(SCCNC(=O)c2ccc(C)c([N+](=O)[O-])c2)cc1,-7%,-7%,2%[38.3 µM],-10%,-4%[46.1 µM],-7%,-2.1%,-1%
COc1cc(SC)ccc1C(=O)N1CCCCCC1,-6%,11%,11%,-21%,7%,6%,0.0%,0%
Cc1ccc(-n2c(C)nnc2SCC(=O)N2CCc3ccccc3C2)cc1C,-5%,6%,-5%[38.3 µM],-13%,-11%[46.1 µM],i,5.6%,-3%
COc1ccc(-c2csc(NC(=O)c3ccoc3C)n2)cc1,-10%,-11%,6%,14%,?,?,-0.4%,1%
O=C(c1ccco1)N1CCn2cccc2C1c1ccccc1 (stereo not given),?,10%,27%,0%,-11%,i,-1.3%,3%
CCC(C)NS(=O)(=O)c1ccc(F)c(C(=O)Nc2c(F)cc(F)cc2Br)c1 (stereo not given),3%,4%,8%,-12%,-49%,-2%,-6.8%,-1%
CCc1ccc2[nH]c3nc(SCc4nnc(-c5ccccc5)o4)nnc3c2c1,5%,-6%,/,/,7%,i,0.0%,/

# Four records drawn at random from the list so far, as already listed:
SMILES,KDM4E inh,RGS12 GoLoco inh,IMPase Li inh,SMN2 splice up,NPSR antag,RECQ1 helicase,Epigenetic derep,KinaseGlo FLuc
CCOC(=O)c1nn(-c2ccccc2F)c2nc(Nc3ccccc3)cc(=O)n12,4%,10%,3%,8%,-7%,2%,?,2%
Cc1ccc(SCCNC(=O)c2ccc(C)c([N+](=O)[O-])c2)cc1,-7%,-7%,2%[38.3 µM],-10%,-4%[46.1 µM],-7%,-2.1%,-1%
N#C/C(=C\c1ccncc1)c1nc2ccccc2[nH]1,?,38%[activator],7%,17%,-48%,-1%,0.2%,-8%
CCOc1cccc(-c2nnc3sc(-c4cccs4)nn23)c1,3%,-7%,?,-21%,-26%[46.1 µM],-9%,0.7%,1%

# Exported as tab-separated lines: part of the list above
SMILES	KDM4E inh	RGS12 GoLoco inh	IMPase Li inh	SMN2 splice up	NPSR antag	RECQ1 helicase	Epigenetic derep	KinaseGlo FLuc
O=C(c1ccco1)N1CCn2cccc2C1c1ccccc1 (stereo not given)	?	10%	27%	0%	-11%	i	-1.3%	3%
CCOC(=O)c1nn(-c2ccccc2F)c2nc(Nc3ccccc3)cc(=O)n12	4%	10%	3%	8%	-7%	2%	?	2%
Cc1ccc(SCCNC(=O)c2ccc(C)c([N+](=O)[O-])c2)cc1	-7%	-7%	2%[38.3 µM]	-10%	-4%[46.1 µM]	-7%	-2.1%	-1%
CCOc1ccccc1NC(=O)C1CCCN(C(=O)Nc2ccccc2)C1 (stereo not given)	-1%	1%	5%	-52%[inhibitor]	-9%[46.1 µM]	i	1.2%	-2%
COc1ccc(-c2csc(NC(=O)c3ccoc3C)n2)cc1	-10%	-11%	6%	14%	?	?	-0.4%	1%

# Carrying on:
SMILES,KDM4E inh,RGS12 GoLoco inh,IMPase Li inh,SMN2 splice up,NPSR antag,RECQ1 helicase,Epigenetic derep,KinaseGlo FLuc
Cn1sc(NC(=O)c2ccc(Cl)cc2)nc1=O,3%,-14%,2%[38.3 µM],?,1%[46.1 µM],-13%,-0.5%,-3%
CC1(C)CC(=O)C(C(c2cccnc2)C2C(=O)CC(C)(C)CC2=O)C(=O)C1,1%,-6%,-9%[38.3 µM],16%,-4%[46.1 µM],0%,0.1%,-5%
CC(C)On1c(SC(C)C)nc2ccccc2c1=O,1%,-8%,-10%[38.3 µM],-15%,-11%[46.1 µM],-2%,-0.7%,-1%
Nc1cc(=O)[nH]c(SCC(=O)Nc2ccccc2-c2ccccc2)n1,-1%,1%,-3%,0%,13%,6%,-1.5%,-2%
CCCCNC(=O)c1cn(CC)c2cc(N3CCN(C)CC3)c(F)cc2c1=O,?,-8%,/,/,-22%,-8%,1.5%,/
CC(OC(=O)c1ccc(NS(=O)(=O)c2cccs2)cc1)C(=O)N(C)C1CCCCC1 (stereo not given),-11%,/,/,/,-6%[46.1 µM],-1%,0.0%,/
Brc1ccc(-c2nnc3sc(CNC4CCCC4)cn23)cc1,-7%,9%,?,-23%,-41%,2%,1.1%,-4%
CCOC(=O)c1c(NC(=O)Cn2cnc3sc(C)c(-c4ccccc4)c3c2=O)sc(C)c1C,-4%,148%[activator],3%,-26%,-17%,3%,0.1%,5%
COc1ccc(-c2nnc(SCc3nnc(-c4ccccc4)o3)n2-c2ccccc2)cc1,4%,0%,-6%[38.3 µM],-23%,?,-10%,0.7%,-4%
O=S(=O)(c1ccccc1)N1CN(Cc2ccc(F)cc2)c2nc3ccccc3nc21,?,-1%,/,/,-44%,-2%,-1.0%,/
N=c1ccn(Cc2ccc(Cl)cc2)cc1,-3%,-32%,14%[38.3 µM],-40%[inhibitor],-22%[46.1 µM],-1%,-3.1%,-3%
CCOC(=O)c1[nH]c2ccccc2c1NC(=S)Nc1ccccc1C,?,4%,6%,15%,-22%,0%,0.4%,0%
COc1ccc(Nc2nc(Cl)nc(NCc3ccco3)n2)cc1,5%,4%,-3%[38.3 µM],-1%,-2%[46.1 µM],-6%,-1.9%,0%
C/C(=N/NS(=O)(=O)c1ccc(C)cc1)[C@H]1C[C@@H]1c1ccccc1,0%,0%,/,/,9%,-3%,3.4%,/
COc1ccc(C(=O)CCN(C)C)c2ccccc12,/,2%[14.2 µM],1%,-18%[9.22 µM],/,/,/,-5%[7.66 µM]
O=C(N/N=C/c1cccnc1)c1ccccc1[N+](=O)[O-],7%,6%,1%,-8%,17%,-3%,1.1%,3%
O=C(NCCc1ccccc1)C(=O)N/N=C/c1ccccc1C(F)(F)F,9%,9%,27%[38.3 µM],21%,-9%[46.1 µM],i,0.8%,-3%
c1ccc2c(CNCCN3CCOCC3)cccc2c1,2%,5%,14%[38.3 µM],-7%,-8%[46.1 µM],0%,-0.7%,-2%
Cc1cc(C(=O)COC(=O)C2=NN(c3ccccc3)C(=O)CC2)c(C)n1CC(F)(F)F,-5%,3%,20%,-1%,-7%,-1%,-1.2%,2%
O=C(CCN1CCN(Cc2ccccc2)CC1)Nc1ccc(OCc2ccccc2)cc1,-3%,8%,35%[activator][38.3 µM],-30%,2%[46.1 µM],-9%,-0.2%,-2%
CCc1cccc(C)c1NC(=S)N1CCCC1C(=O)O (stereo not given),-3%,0%,-3%,-5%,?,-14%,1.3%,4%
CCOC(=O)CCC(=O)OCC(=O)NC(C)C1CC2CCC1C2 (stereo not given),3%,-4%,-10%[38.3 µM],-5%,4%[46.1 µM],-10%,0.2%,0%
COC(=O)c1sccc1NC(=O)CSc1ccccc1NC(=O)CNC(C)C,15%,8%,10%,-13%,?,-5%,0.0%,-17%
CCN(CC)C(=O)c1ccc2nc(-c3ccccc3)c(-c3ccccc3)nc2c1,-4%,2%,31%[activator],-22%,-31%,-2%,-1.0%,3%
CC1(C)CC(=O)C=C(NCCO)C1,6%,-3%,14%[38.3 µM],-1%,1%[46.1 µM],-3%,0.8%,-2%
COC(=O)c1sc(SC)c2c1CC(C)(C)C/C2=N/O,-4%,12%,/,/,47%,0%,2.1%,/
